OX1R antag-1: blocks the human orexin 1 receptor. O43613. CHO/OX1R cells, Fluo-8 calcium fluorescence, orexin A. 330,000 compounds, 0.43% hits. AID 434989. inhibition, % at 5 µM;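 active = inhibition above its plate's threshold, mean inhibition of all tested compounds on the plate plus 3 SD, cut at about 37% in these data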;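 note: 0% = orexin A challenge wells and 100% = SB-334867-A antagonist wells; not every result past the cut was called active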
Target sequence (O43613 whole entry, looked up): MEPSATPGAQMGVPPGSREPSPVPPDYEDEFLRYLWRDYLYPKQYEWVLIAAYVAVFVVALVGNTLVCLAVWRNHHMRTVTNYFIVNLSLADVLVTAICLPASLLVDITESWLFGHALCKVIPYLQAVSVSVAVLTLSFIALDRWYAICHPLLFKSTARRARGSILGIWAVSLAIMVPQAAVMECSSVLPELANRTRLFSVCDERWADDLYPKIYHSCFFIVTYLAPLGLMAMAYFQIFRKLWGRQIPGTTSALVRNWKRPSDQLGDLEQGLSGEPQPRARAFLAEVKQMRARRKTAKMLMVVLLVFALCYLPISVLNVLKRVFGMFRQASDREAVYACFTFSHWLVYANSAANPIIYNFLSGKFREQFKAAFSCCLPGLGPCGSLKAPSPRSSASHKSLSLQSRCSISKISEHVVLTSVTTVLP
OX1R antag-2: OX1R (human) antagonism; inhibition, % at 6.6 µM; AID 485270; OX1R-expressing cells, FRET antagonist read-out; 330,000 compounds, 1.8% hits; in the data active = inhibition mostly above about 38%, no sharp cut-off; inactive = mostly below about 40%;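 note: 0% = agonist challenge alone and 100% = reference antagonist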
The depositor's hits bear a star.

OX1R antag-1	OX1R antag-2	mol
-21	10	COc1ccc(NC(=O)C(NC(=O)c2ccc(=O)[nH]c2)c2ccccc2)cc1 (stereo unspecified)
-18	28	CCOC(=O)C1CCN(c2nc3ccccc3nc2C(C#N)C(=O)OCCOC)CC1 (stereo unspecified)
-11	7	CN1CCN(C(=O)C2CCCN(S(=O)(=O)c3ccc(Cl)cc3)C2)CC1 (stereo unspecified)
-21	3	CCN(CC)CCn1c2c(c(SCC(=O)NCc3ccccc3)nc1=O)CCCC2
-14	12	O=C1C=C(O)CC(c2cccs2)C1 (stereo unspecified)
-20	19	COC(=O)[C@@H](NC(=O)CCc1nnc(-c2ccsc2)o1)C(C)C
-15	26	CCCCC(=O)Nc1ccc(C(=O)N2CCN(C)CC2)cc1
-7	1	CCOc1c(Nc2cccc(Cl)c2)c(=O)c1=O
-9	3	Cc1cccc(N(CC(=O)N2CCOCC2)S(C)(=O)=O)c1
-19	5	CCn1c2ccccc2c2cc(NC(=O)CNC)ccc21
-8	9	CCNS(=O)(=O)c1ccc(OC)c(C)c1
-16	6	O=C(Nc1cccc(Cl)c1)c1cnccn1
0	2	CC1(C)c2cc(O)ccc2OC1N1CCOCC1 (stereo unspecified)
-15	-1	CC(C)(CNC(=O)CCNC(=O)c1ccc(Br)cc1)N1CCOCC1
-14	5	CCn1c(C)cc(C(=O)CSc2nnnn2C2CCCC2)c1C
-44	13	COc1ccccc1NC(=O)C1=C(C)Nc2nc3ccccc3n2C1c1cccs1 (stereo unspecified)
-12	7	Cc1cc(Nc2ccccc2Cl)c2ccccc2n1
-17	18	CC(C)(C)n1cnc2cc(NCc3cccs3)ccc21
-17	33	CCOC(=O)c1ccc(OCc2c(C)noc2C)cc1
-14	4	CN1C(=O)NC(c2ccc(Cl)cc2)C2=C1CC(C)(C)CC2=O (stereo unspecified)
-15	26	CN(Cc1ccccc1)C(=O)Cn1nc(C(F)(F)F)c2c1CCC2
-6	12	O=C(NC(=S)Nc1ccccc1N1CCOCC1)c1ccco1
-13	6	Cc1c(N=C2NC(=O)C(CC(=O)Nc3ccccc3)S2)c(=O)n(-c2ccccc2)n1C (stereo unspecified)
-18	-1	Cc1ccc(Cl)cc1NC(=S)N(Cc1cccs1)C1CCCC1
-16	24	C/C(=N\Nc1nc2ccccc2[nH]1)c1ccc([N+](=O)[O-])cc1
1	3	CN(CC(=O)Nc1ccc(N2CCOCC2)cc1)C(=O)Cc1ccccc1
-27	4	COc1ccc(-c2cc(-c3nnc(COC(=O)CC4CCCC4)o3)c3ccccc3n2)cc1OC
-8	11	CN(C)Cc1nc2ccccc2c(=O)n1CC(=O)Nc1cccc(S(=O)(=O)N2CCOCC2)c1
-33	22	Cc1ccc(-c2nc(CS(=O)CC(=O)NC3CCCCC3)c(C)o2)cc1 (stereo unspecified)
-26	3	COc1cc(OC)cc(C(=O)NNC(=O)c2ccc(S(=O)(=O)N(C)c3ccccc3OC)cc2)c1
-22	4	CCCC(=O)Nc1ccccc1-c1nnc(SC)[nH]c1=O
-5	26	O=C(NCCOc1ccccc1)c1cc2ccccc2o1
-14	22	CCOc1ccc(N2C(=O)CN(CC(=O)OC)C2=S)cc1
-23	7	O=C(CN1N=C(c2ccc(Cl)cc2)CCC1=O)NCCN1CCc2ccccc2C1
-6	12	Cc1ccc(OCCC(=O)OCC(=O)Nc2ccc3c(c2)OCO3)cc1
7	4	CC(C)=Cc1oc2ccc([N+](=O)[O-])cc2c1N1CC(C)OC(C)C1 (stereo unspecified)
-15	32	O=[N+]([O-])c1ccc(Cl)c(NC(=S)N2CCCC2)c1
10	2	Cc1ccc(Cn2ccc(NC(=O)c3cc(C)on3)n2)cc1
2	11	COc1ccc(-c2sc(Nc3ccc(F)c(F)c3F)nc2CCC(=O)NN)cc1
-12	20	COc1ccc(S(=O)(=O)N2CCN(CCC(=O)Nc3ccccc3F)CC2)cc1
-19	24	O=C(CN1C(=O)NC2(CCOc3ccccc32)C1=O)Nc1ccc2c(c1)OCCO2 (stereo unspecified)
-36	8	COc1cc(C2Nc3ccccc3C(=O)N2c2ccccc2OC)ccc1O (stereo unspecified)
-20	5	COC(=O)[C@@]1(Cc2ccc(F)cc2)[C@H]2c3cc(C(=O)N(C)C)n(Cc4ccc(OC)c(OC)c4)c3C[C@H]2CN1C(=O)c1ccccc1
-18	11	CCOc1ccccc1OCC(=O)Nc1ccc(S(=O)(=O)N(C)C)cc1
-17	8	Cc1cccc(NC(=O)Cn2cnc3c(oc4ccccc43)c2=O)c1
-1	13	Cc1ccc(N(CC(=O)Nc2ccc(-c3nc4ccc(C)cc4s3)cc2)S(C)(=O)=O)cc1
-8	28	Cc1nn(C)cc1C(=O)NNC(=S)Nc1ccc(Cl)cc1
-22	23	CCOc1ccc(CCNC(=O)COC(=O)/C=C/c2ccc(OC(F)F)c(OC)c2)cc1OCC
-12	17	C=CCN1c2ccccc2[C@]23C[C@@H](C(=O)OC)N(C(C)=O)C2=NC(C(=O)OC)=C(C(=O)OC)[C@H]13
-20	-1	CCCCN1C(=O)C(=O)N(CC(=O)N2CCN(c3ccccc3)CC2)C1=O

Next structures
OX1R antag-1	OX1R antag-2	mol
0	3	NC(=O)c1cc(S(=O)(=O)N2CCOCC2)cs1
-10	13	Cc1ccccc1-c1nnc(-c2ccc(Br)cc2)o1
-7	28	CSc1nnc(SCC2=NNC(=O)SC2)s1
8	20	COC(=O)C(Cc1c[nH]c2ccccc12)NC(=O)CNC(C)=O (stereo unspecified)
-29	5	CCCc1sc(N2CCCC(C(N)=O)C2)nc1-c1ccccc1 (stereo unspecified)
-7	26	COc1ccc(S(=O)(=O)N2CCCOC2CNC(=O)C(=O)NCc2ccccc2F)cc1C (stereo unspecified)
-5	4	O=C1Nc2ccccc2N(O)N1c1cc(-c2ccc(Cl)cc2)[nH]n1
-30	8	CCc1ccc(NC(=O)CSc2nnc(CNC(=O)c3c(F)cccc3Cl)o2)cc1
-30	10	CC(C)(C)c1nc(SCC(=O)NCc2cccs2)c2ccccc2n1
-9	7	Cc1nc2sc(C(c3cccs3)N3CCC(C(N)=O)CC3)c(O)n2n1 (stereo unspecified)
-30	31	COc1cc(C)ccc1OCCCOc1ccccc1Br
-15	12	Cc1cc(C)c(NC(=O)COC(=O)C2CCC(=O)N2)c(C)c1 (stereo unspecified)
23	25	Cc1cc(/C=C2/SC(=S)N(c3cccc(C(F)(F)F)c3)C2=O)c(C)n1-c1cccnc1
5	4	Cc1ccc(-c2csc(NC(=O)CSc3nc(C)cc(=O)[nH]3)n2)cc1
-18	25	O=[N+]([O-])c1ccc(S(=O)(=O)NCC(c2ccco2)N2CCc3ccccc3C2)cc1 (stereo unspecified)
-13	10	CC(C)[C@H](NC(=O)C1CCN(S(=O)(=O)c2ccccc2)CC1)C(=O)NCc1ccccn1
-20	17	COc1cccc(OCC(=O)N2CCC3(CC2)CC(=O)c2ccccc2O3)c1
-17	8	O=C(Cc1ccc(-n2c(=O)c3ccccc3n(CC(=O)Nc3ccc(F)cc3F)c2=O)cc1)NCc1ccco1
-5	14	COc1ccc(NC(=O)CCc2c(C)nn(-c3ccc(N4CCOCC4)nn3)c2C)cc1
-43	24	CCOCN(C(=O)Cn1c(C(C)O)nc2ccccc21)c1c(C)cccc1CC (stereo unspecified)
-32	29	CCc1cccc(CC)c1NC(=S)NCc1ccc2c(c1)OCO2
8	11	CC(C)NS(=O)(=O)c1ccc(NC(=S)NC(=O)c2ccc(-c3ccccc3)cc2)cc1
-40	10	Cc1ccc(NC(=O)CNC(=O)Cn2cnc3sc(C)c(C)c3c2=O)cc1F
-36	19	COc1ccc(CNC(=O)C(C)n2nc(C)c3c(C)n(-c4ccccc4)nc3c2=O)c(OC)c1 (stereo unspecified)
-18	16	COc1ccccc1NC(=O)CSc1nc(SC)ns1
-7	7	Cc1cccc([C@@H]2[C@@H]3C(=O)N(Cc4ccccc4)C(=O)[C@@H]3[C@]3(C)C(=O)N(c4ccc(C(F)(F)F)cc4)C(=O)N23)c1
3	8	CCC1CCCCN1C(=S)NCc1ccccc1 (stereo unspecified)
-39	4	COc1ccc(-c2cc(C(F)(F)F)nc(SCC(=O)NCc3cnn(C)c3C)n2)cc1OC
-41	-5	Cc1cccc(N2CCN(CC(O)COc3ccccc3Cl)CC2)c1 (stereo unspecified)
-32	16	CC(OC(=O)c1ccccc1NCc1ccco1)C(=O)Nc1ncc(Cl)cc1Cl (stereo unspecified)
-22	3	Cc1ccccc1-n1c(SCc2c(C)noc2C)nnc1-c1cccnc1
-36	19	COc1ccc(-n2c(=O)c(NC(=O)c3ccccc3)c3n(c2=S)CCCCC3)cc1
-31	1	CCc1cccc(NC(=O)CCS(=O)(=O)c2ccc(Br)cc2)c1
-32	30	Cc1cccc(OCc2nnc(SCC(=O)Nc3ccc(C)c(Cl)c3)o2)c1
-10	17	O=C(N1CCOCC1)N1CCC(n2nnc3ccccc32)CC1
-12	-2	O=S(=O)(c1ccc(Cl)cc1)N1CCCN(c2nc3ccc(Cl)cc3s2)CC1
3	2	O=C(NCCc1ccccc1)C1CCN(Cc2cccc3ccccc23)CC1
-37	5	O=C(COC(=O)CNC(=O)c1cccc(OC(F)F)c1)NCc1ccc2c(c1)OCO2
-13	13	S=C(NCc1ccc(Cl)cc1)NN1CCOCC1
67*	50*	COc1ccc(-c2cc3nc(-c4ccccc4)cc(N4CCC5(CC4)OCCO5)n3n2)cc1
-12	-10	CN1CCN(C(=O)CCC(=O)NCc2ccc(F)cc2)CC1
26	20	CCS(=O)(=O)Nc1ccc(Cc2ccc(NS(=O)(=O)CC)cc2)cc1
-13	11	COc1ccccc1NC(=O)CS(=O)(=O)c1cn(CC(=O)N2CCCC2)c2ccccc12
-17	27	CC(C)(C)NC(=O)c1nc2nc(-c3ccccc3)cc(C(F)(F)F)n2n1
-22	15	CCOc1ccc(-n2cc(-c3ccccc3)c3c(=O)[nH]cnc32)cc1
-6	0	CN(c1ccc(C(=O)N2CCOCC2)cc1)S(C)(=O)=O
-15	17	CCc1ccc(C(=O)COC(=O)c2cnc(C)cn2)cc1
-11	6	O=C(Nc1ccc(F)cc1)c1cccc(NC(=O)C2C3CC4OC(=O)C2C4C3)c1 (stereo unspecified)
-8	5	C[C@@H]1CCC(=O)N(CC[C@H](Sc2ccc(Br)cc2)c2ccccc2)CC1
-21	13	Cc1ccc(CN2CCN(Cc3cn[nH]c3-c3cccc(F)c3)CC2CCO)o1 (stereo unspecified)

Additional structures follow.
OX1R antag-1	OX1R antag-2	mol
-6	-7	COc1cc(C(=O)Oc2ccccc2/C=N/NC(=O)c2ccc(Cl)cc2Cl)cc(OC)c1OC
-2	23	CCOc1ccc(NC(=O)Nc2cccn(Cc3ccccc3)c2=O)cc1
-5	6	CCN(CC)CCNC(=O)C(=O)Nc1ccc(C(=O)OC)cc1
-2	5	CCOC(=O)N1CCN(c2c(N3CCN(c4cccc(C(F)(F)F)c4)CC3)c(=O)c2=O)CC1
-25	-2	COc1ccc(-n2ncc3c2CC(C)(C)CC3NC(=O)CCCN2CCCC2=O)cc1 (stereo unspecified)
-3	36	COC(=O)C1CCN(C(=O)Cc2c(OC)ccc3cc(Br)ccc23)CC1
-10	13	O/N=C(\c1ccc(Cl)cc1)c1cc2ccccc2o1
1	9	O=C1Nc2ccccc2C1=O
-16	20	CC1CCCN(C(=O)c2ccc(OC3CCN(CCc4ccccc4)CC3)cc2)C1 (stereo unspecified)
-17	18	COc1cc(C(c2c(C)[nH][nH]c2=O)c2c(C)[nH][nH]c2=O)ccc1OC(=O)c1cccc([N+](=O)[O-])c1
-21	13	OCCN(CCO)c1nc(-c2ccccc2)nc2c1oc1ccccc12
-2	49*	Cc1cc(C)n2nc(Nc3ccccc3)cc2n1
8	-5	CCOc1ccc(C(=O)NCCCN2CCCC2=O)cc1
-23	36	C=CCN(CC=C)C(=O)c1cccc(S(=O)(=O)N2c3ccccc3CC2C)c1 (stereo unspecified)

Grouped by structure, those above containing an aryl thioether with sulfur outside any ring
OX1R antag-1	OX1R antag-2	mol
-21	3	CCN(CC)CCn1c2c(c(SCC(=O)NCc3ccccc3)nc1=O)CCCC2
-14	5	CCn1c(C)cc(C(=O)CSc2nnnn2C2CCCC2)c1C
-22	4	CCCC(=O)Nc1ccccc1-c1nnc(SC)[nH]c1=O
-7	28	CSc1nnc(SCC2=NNC(=O)SC2)s1
-30	8	CCc1ccc(NC(=O)CSc2nnc(CNC(=O)c3c(F)cccc3Cl)o2)cc1
-30	10	CC(C)(C)c1nc(SCC(=O)NCc2cccs2)c2ccccc2n1
5	4	Cc1ccc(-c2csc(NC(=O)CSc3nc(C)cc(=O)[nH]3)n2)cc1
-18	16	COc1ccccc1NC(=O)CSc1nc(SC)ns1
-39	4	COc1ccc(-c2cc(C(F)(F)F)nc(SCC(=O)NCc3cnn(C)c3C)n2)cc1OC
-22	3	Cc1ccccc1-n1c(SCc2c(C)noc2C)nnc1-c1cccnc1
-32	30	Cc1cccc(OCc2nnc(SCC(=O)Nc3ccc(C)c(Cl)c3)o2)c1
-8	5	C[C@@H]1CCC(=O)N(CC[C@H](Sc2ccc(Br)cc2)c2ccccc2)CC1

An excerpt of these results, with two lines to a compound:
Results follow in this order: OX1R antag-1	OX1R antag-2
- CN1CCN(C(=O)C2CCCN(S(=O)(=O)c3ccc(Cl)cc3)C2)CC1 (stereo unspecified)
→ -11	7
- CCN(CC)CCn1c2c(c(SCC(=O)NCc3ccccc3)nc1=O)CCCC2
→ -21	3
- O=C1C=C(O)CC(c2cccs2)C1 (stereo unspecified)
→ -14	12

Rows were taken by chance; overall some 2% were active at least once.
